Compound activity from PubChem.
tim23-1 inh – growth inhibitors of tim23-1 mutant yeast, primary screen, luminescence, uHTS | inhibition, % at 20 µM | S. cerevisiae tim23-1 growth, BacTiter-Glo luminescence, 24 h | AID 463212, 2010 | hit rate 1.3% among 330,000;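 active = growth inhibition of the mutant yeast at or above 50%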;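 note: temperature-sensitive mutant grown at 25 °C; plate controls were DMSO-treated mutant yeast for no effect and medium wells lacking yeast for full effect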
Jurkat NFkB inh – inhibitors of induced NF-kB luciferase reporter, primary screen, TCR NF-kB activation inhibitor project, cell-based, luminescence, uHTS; inhibition, % at 4 µM; Jurkat, PMA/ionomycin-induced NF-kB luciferase reporter; hit rate 0.53% among 330,000; AID 435003, 2010; in the data active = inhibition above about 50%
UPR XBP1 act – activators of adaptive XBP1 UPR arm, primary screen, cell-based, CHO-XBP1 luciferase reporter, luminescence, uHTS; IRE1-XBP1 UPR activation; percent of tunicamycin response, DMSO as zero; activation, % at 20 µM; hit rate 0.33% among 330,000;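 active = versus positive control, 20 µM dose yields 30% or more activation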;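 note: 100% = tunicamycin at 10 µg/mL and 0% = DMSO only wells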
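Assay system: CHO-XBP1 luciferase reporter cells; Schedule: 6 h treatment, 37 °C; Detection: glow luminescence from Steady-Glo reagent; Benchmarks: high control tunicamycin 10 µg/mL final, low control DMSO vehicle only.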
tim10-1 inh – growth inhibitors of tim10-1 mutant yeast, primary screen, luminescence, uHTS; S. cerevisiae tim10-1 ts strain growth, BacTiter-Glo, 24 h; inhibition, % at 20 µM; hit rate 2.2% among 330,000; AID 463190, 2010;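 active = inhibition of at least 40%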;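 note: mutant grown at 25 °C; 0% = DMSO wells with yeast and 100% = wells holding no yeast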
697 NFkB inh – inhibitors of PMA/ionomycin-induced NF-kB reporter, 697 cells, primary screen, B-cell NF-kB inhibitor project, cell-based, luminescence, uHTS; 697 B-cell NF-kB luciferase reporter, 16 h; inhibition, % at 4 µM; hit rate 0.33% among 330,000; AID 435022, 2010; in the data active = inhibition above about 35%
Mdm2-MdmX inh – inhibitors of human Mdm2-MdmX association, primary screen, cell-based, luminescence, split luciferase, SaOS-2, uHTS; hit rate 3% among 330,000; inhibition, % at 8 µM; SaOS-2 split-luciferase Mdm2/MdmX complementation; Protein Mdm4 (Homo sapiens) + E3 ubiquitin-protein ligase Mdm2 (Homo sapiens), …;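 active = inhibition of at least 50% at 8 µM in the primary screen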
Target sequence (O15151 whole entry, looked up): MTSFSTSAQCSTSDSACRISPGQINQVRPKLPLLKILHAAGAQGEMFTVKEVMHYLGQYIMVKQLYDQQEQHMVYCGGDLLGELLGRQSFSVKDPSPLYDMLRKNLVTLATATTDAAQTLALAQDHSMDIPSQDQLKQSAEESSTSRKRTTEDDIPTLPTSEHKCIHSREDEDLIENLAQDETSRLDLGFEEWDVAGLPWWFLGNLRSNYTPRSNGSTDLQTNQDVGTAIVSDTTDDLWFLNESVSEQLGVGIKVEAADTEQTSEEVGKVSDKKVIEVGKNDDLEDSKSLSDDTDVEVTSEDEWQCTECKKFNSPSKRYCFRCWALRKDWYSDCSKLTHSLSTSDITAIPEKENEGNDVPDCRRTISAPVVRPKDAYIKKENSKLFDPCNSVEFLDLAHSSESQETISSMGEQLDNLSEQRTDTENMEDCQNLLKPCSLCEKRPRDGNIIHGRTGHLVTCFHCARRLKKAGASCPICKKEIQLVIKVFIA
Target sequence (Q00987 whole entry, looked up): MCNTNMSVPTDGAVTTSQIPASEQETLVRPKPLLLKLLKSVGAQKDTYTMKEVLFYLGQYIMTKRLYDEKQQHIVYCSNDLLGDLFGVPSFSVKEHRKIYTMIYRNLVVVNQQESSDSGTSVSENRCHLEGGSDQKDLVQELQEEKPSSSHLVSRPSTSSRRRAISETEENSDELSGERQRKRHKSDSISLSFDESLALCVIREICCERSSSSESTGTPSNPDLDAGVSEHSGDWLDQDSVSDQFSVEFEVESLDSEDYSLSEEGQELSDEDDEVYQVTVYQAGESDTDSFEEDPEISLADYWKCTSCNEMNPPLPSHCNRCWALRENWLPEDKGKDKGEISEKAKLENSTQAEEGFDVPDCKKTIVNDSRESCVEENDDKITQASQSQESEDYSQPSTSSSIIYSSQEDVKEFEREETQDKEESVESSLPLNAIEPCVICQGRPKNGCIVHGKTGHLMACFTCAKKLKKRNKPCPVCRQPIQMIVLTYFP
CHOP UPR activ – activators of apoptotic CHOP UPR arm, primary screen, cell-based, CHO-CHOP luciferase reporter, luminescence, uHTS. hit rate 0.34% among 330,000. UPR activation; percent of tunicamycin response over DMSO baseline. activation, % at 10 µM. AID 449763, 2010;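 active = at 10 µM dose, activation of 40% or more, normalized to positive control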;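 note: 100% = tunicamycin at 10 µg/mL and 0% = DMSO alone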
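Evaluation: % reporter activation, DMSO baseline versus tunicamycin full activation; System: CHO-CHOP luciferase reporter cell line; Input: 500 cells/well; Incubation: 6 h compound treatment, 37 °C; Measured by: Steady-Glo luciferase luminescence; Dosing: one dose, 10 µM in 0.5% DMSO; Buffer or medium: F12 medium, 10% FBS; Benchmarks: positive tunicamycin 10 µg/mL, negative DMSO alone.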
TIM10 inh – growth inhibitors of isogenic TIM10 control yeast, primary screen, counter-screen for tim10-1 yeast inhibitor project, luminescence, uHTS. S. cerevisiae TIM10 strain growth, BacTiter-Glo luminescence, 24 h. inhibition, % at 10 µM. hit rate 1.4% among 330,000. AID 463195, 2010;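 active = inhibition of 40% or more at the single tested concentration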;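 note: wild-type TIM10 isogenic control strain grown at permissive 25 °C; 0% = DMSO yeast wells and 100% = minimal medium wells without yeast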
An asterisk follows results filed as active. An unsorted share of the library. Share with any hit: about 6.6%.

Sample of the layout (2 entries):
Screening N#C/C(=C(/O)CSc1ccccn1)c1nc2ccccc2s1 returned tim23-1 inh 21.7, Jurkat NFkB inh -16.7, UPR XBP1 act 3.9, tim10-1 inh -21.0, 697 NFkB inh 4.0, Mdm2-MdmX inh -6.4, CHOP UPR activ 5.0 and TIM10 inh 11.3.
For CCCCc1c(CCC)c(=N)c2ccccc2n1C the results were tim23-1 inh 3.4, Jurkat NFkB inh 39.8, UPR XBP1 act 0.6, tim10-1 inh 9.3, 697 NFkB inh -20.3, Mdm2-MdmX inh 35.9, CHOP UPR activ 0.7 and TIM10 inh -3.4.

All compounds of this part (from the top)
Screening N#C/C(=C(/O)CSc1ccccn1)c1nc2ccccc2s1 returned tim23-1 inh 21.7, Jurkat NFkB inh -16.7, UPR XBP1 act 3.9, tim10-1 inh -21.0, 697 NFkB inh 4.0, Mdm2-MdmX inh -6.4, CHOP UPR activ 5.0 and TIM10 inh 11.3.
For CCCCc1c(CCC)c(=N)c2ccccc2n1C the results were tim23-1 inh 3.4, Jurkat NFkB inh 39.8, UPR XBP1 act 0.6, tim10-1 inh 9.3, 697 NFkB inh -20.3, Mdm2-MdmX inh 35.9, CHOP UPR activ 0.7 and TIM10 inh -3.4.
Screening CCOC(=O)N1CCN(C(=O)c2ccc(CNS(=O)(=O)c3ccc(NC(C)=O)cc3)cc2)CC1 returned tim23-1 inh 1.5, Jurkat NFkB inh 4.7, UPR XBP1 act -1.0, tim10-1 inh 8.5, 697 NFkB inh -25.1, Mdm2-MdmX inh 5.7, CHOP UPR activ 0.5 and TIM10 inh 5.6.
For C=CCNS(=O)(=O)CC12CCC(CC1=O)C2(C)C (stereo unspecified) the results were tim23-1 inh 8.3, Jurkat NFkB inh 1.6, UPR XBP1 act -0.7, tim10-1 inh 7.2, 697 NFkB inh -8.2, Mdm2-MdmX inh 11.0, CHOP UPR activ 1.3 and TIM10 inh 2.7.
`COCCOC(=O)c1c(C)oc2ccc(NS(=O)(=O)c3ccc(C)cc3)cc12` gave tim23-1 inh 29.9, Jurkat NFkB inh -3.2, UPR XBP1 act 0.1, tim10-1 inh 3.2, 697 NFkB inh -11.0, Mdm2-MdmX inh 7.8, CHOP UPR activ -0.8 and TIM10 inh -17.2.
For O=C(c1ccc(N2CCOCC2)cc1)c1cccs1 the results were tim23-1 inh 15.1, Jurkat NFkB inh -116.1, UPR XBP1 act -1.4, tim10-1 inh -3.1, 697 NFkB inh -133.9, Mdm2-MdmX inh -69.5, CHOP UPR activ -1.2 and TIM10 inh 6.3.
`NC(=O)CN1C(=O)C(=O)N(Cc2ccccc2)C1=O` gave tim23-1 inh 20.4, Jurkat NFkB inh -19.8, UPR XBP1 act 0.1, tim10-1 inh 19.2, 697 NFkB inh 1.6, Mdm2-MdmX inh -29.4, CHOP UPR activ -0.4 and TIM10 inh 2.0.
For CCOC(=O)c1cc(OC(=O)c2cccnc2)n(-c2ccccc2)n1 the results were tim23-1 inh 6.8, Jurkat NFkB inh -3.9, UPR XBP1 act -0.3, tim10-1 inh 2.8, 697 NFkB inh -10.0, Mdm2-MdmX inh -17.3, CHOP UPR activ 0.1 and TIM10 inh 7.5.
For Cc1ccc2cc3cc(C(=O)NCCCN4CCCC4)oc3nc2c1 the results were tim23-1 inh 17.3, Jurkat NFkB inh -26.0, UPR XBP1 act -1.6, tim10-1 inh 6.3, 697 NFkB inh -24.6, Mdm2-MdmX inh 5.0, CHOP UPR activ 0.1 and TIM10 inh 45.2*.
For Cc1noc(C(=O)Nc2ccccc2C(F)(F)F)c1Cl the results were tim23-1 inh 10.3, Jurkat NFkB inh 4.9, UPR XBP1 act 0.4, tim10-1 inh 5.8, 697 NFkB inh 3.9, Mdm2-MdmX inh 20.4, CHOP UPR activ 1.1 and TIM10 inh 9.3.
For Cc1ccc(OCCCCn2ccnc2)c(Cl)c1 the results were tim23-1 inh 5.4, Jurkat NFkB inh -32.5, UPR XBP1 act 0.9, tim10-1 inh 25.7, 697 NFkB inh -19.6, Mdm2-MdmX inh -23.2, CHOP UPR activ 1.7 and TIM10 inh 19.8.
Screening Cc1ccc(C)c(N2CC(C(=O)O)CC2=O)c1 (stereo unspecified) returned tim23-1 inh -4.8, Jurkat NFkB inh -18.4, UPR XBP1 act -1.1, tim10-1 inh 1.9, 697 NFkB inh 17.8, Mdm2-MdmX inh 19.0, CHOP UPR activ -1.5 and TIM10 inh -29.4.
For COc1cccc(/C=N\NC(=O)c2ccc(C)nc2)c1 the results were tim23-1 inh -6.1, Jurkat NFkB inh -11.2, UPR XBP1 act -1.7, tim10-1 inh 2.1, 697 NFkB inh 5.1, Mdm2-MdmX inh 17.9, CHOP UPR activ 2.4 and TIM10 inh 1.8.
For N#CCCN(Cc1cccnc1)C(=O)Nc1ccccc1 the results were tim23-1 inh -7.1, Jurkat NFkB inh -2.7, UPR XBP1 act -2.8, tim10-1 inh 4.6, 697 NFkB inh -5.6, Mdm2-MdmX inh 5.7, CHOP UPR activ -1.3 and TIM10 inh -22.1.
For O=C(Nc1ccon1)c1cccc(S(=O)(=O)N2CCCCC2)c1 the results were tim23-1 inh 6.3, Jurkat NFkB inh 12.1, UPR XBP1 act 0.9, tim10-1 inh 20.6, 697 NFkB inh 17.6, Mdm2-MdmX inh 20.0, CHOP UPR activ 1.7 and TIM10 inh 3.2.
`CCOc1ccc(NC(=O)CN2C(=O)CSC(C)C2=O)cc1` (stereo unspecified) gave tim23-1 inh -2.0, Jurkat NFkB inh 5.2, UPR XBP1 act 1.3, tim10-1 inh 10.7, 697 NFkB inh 4.8, Mdm2-MdmX inh -14.5, CHOP UPR activ 1.6 and TIM10 inh -6.9.
For O=C(N/N=C/c1ccccc1[N+](=O)[O-])c1cccs1 the results were tim23-1 inh 10.9, Jurkat NFkB inh -54.0, UPR XBP1 act 3.7, tim10-1 inh 0.5, 697 NFkB inh -84.0, Mdm2-MdmX inh 20.3, CHOP UPR activ 3.6 and TIM10 inh 12.9.
For O=C(Nc1ccccc1N1CCN(C(=O)c2ccc(Cl)cc2)CC1)c1ccc2c(c1)OCO2 the results were tim23-1 inh 33.3, Jurkat NFkB inh 9.3, UPR XBP1 act -1.4, tim10-1 inh 28.3, 697 NFkB inh 16.8, Mdm2-MdmX inh 17.2, CHOP UPR activ 0.1 and TIM10 inh 21.8.
O=C1CCCCC(=O)N(c2ccccc2)c2ccccc21 was read as tim23-1 inh 7.0, Jurkat NFkB inh -2.2, UPR XBP1 act 2.7, tim10-1 inh 23.9, 697 NFkB inh 15.2, Mdm2-MdmX inh 8.2, CHOP UPR activ -2.9 and TIM10 inh 17.8.
CCOc1ccc(NC(=O)CN(c2cccc(C(F)(F)F)c2)S(C)(=O)=O)cc1 was read as tim23-1 inh 3.0, Jurkat NFkB inh -1.0, UPR XBP1 act -1.4, tim10-1 inh 4.6, 697 NFkB inh -7.7, Mdm2-MdmX inh 14.8, CHOP UPR activ 1.1 and TIM10 inh 2.3.
COc1cccc(C2C(C#N)=C(N)Oc3cc(C)oc(=O)c32)c1OC (stereo unspecified) was read as tim23-1 inh 9.5, Jurkat NFkB inh -9.4, UPR XBP1 act -1.4, tim10-1 inh 12.5, 697 NFkB inh -5.5, Mdm2-MdmX inh 0.7, CHOP UPR activ 0.7 and TIM10 inh 3.4.
`Cc1ccc(NC(=O)c2ccc(=O)[nH]n2)cc1S(=O)(=O)Nc1ccccc1Cl` gave tim23-1 inh 8.6, Jurkat NFkB inh 6.6, UPR XBP1 act -1.3, tim10-1 inh 8.8, 697 NFkB inh 4.1, Mdm2-MdmX inh 7.9, CHOP UPR activ 1.2 and TIM10 inh 12.6.
For O=C(c1cnccn1)N1CCc2ccccc21 the results were tim23-1 inh -11.4, Jurkat NFkB inh 7.2, UPR XBP1 act 3.8, tim10-1 inh 4.4, 697 NFkB inh 15.3, Mdm2-MdmX inh 3.0, CHOP UPR activ 0.4 and TIM10 inh 4.0.
For O=C(/C=C\c1ccco1)NC(=S)Nc1ccccc1O the results were tim23-1 inh -10.5, Jurkat NFkB inh -12.7, UPR XBP1 act 0.9, tim10-1 inh -36.6, 697 NFkB inh 0.3, Mdm2-MdmX inh -14.3, CHOP UPR activ 4.7 and TIM10 inh -22.6.
For Nn1c(SCc2cccc(Br)c2)nnc1-c1cccnc1 the results were tim23-1 inh -2.4, Jurkat NFkB inh 17.6, UPR XBP1 act -1.1, tim10-1 inh -8.8, 697 NFkB inh 2.7, Mdm2-MdmX inh 20.7, CHOP UPR activ 0.7 and TIM10 inh -3.6.
COc1ccc(CCNC(=O)Cn2c(=O)oc3cc(Cl)ccc32)cc1OC was read as tim23-1 inh 18.6, Jurkat NFkB inh 5.4, UPR XBP1 act -3.6, tim10-1 inh 0.7, 697 NFkB inh 6.1, Mdm2-MdmX inh 11.3, CHOP UPR activ 0.2 and TIM10 inh -11.6.
For Nn1c(SCC(=O)Nc2c(Cl)cccc2Cl)nncc1=O the results were tim23-1 inh 12.3, Jurkat NFkB inh 26.0, UPR XBP1 act 3.1, tim10-1 inh -2.9, 697 NFkB inh 2.5, Mdm2-MdmX inh 36.3, CHOP UPR activ -1.0 and TIM10 inh -0.2.
Screening Cc1ccc2[nH]c3c(c2c1)CCNC3=O returned tim23-1 inh -1.4, Jurkat NFkB inh -12.2, UPR XBP1 act -1.7, tim10-1 inh -2.2, 697 NFkB inh 15.3, Mdm2-MdmX inh 13.5, CHOP UPR activ 2.0 and TIM10 inh -2.5.
For C=CCOc1cccc(C2C(C(=O)c3ccco3)=C(O)C(=O)N2Cc2ccncc2)c1 (stereo unspecified) the results were tim23-1 inh -3.2, Jurkat NFkB inh -12.1, UPR XBP1 act -1.9, tim10-1 inh 12.0, 697 NFkB inh -3.0, Mdm2-MdmX inh -31.7, CHOP UPR activ 0.1 and TIM10 inh -43.0.
CC(=O)c1ccc(N2CCN(S(=O)(=O)c3c(C)[nH]c(C)c3C(=O)N3CCCC3)CC2)cc1 was read as tim23-1 inh 13.4, Jurkat NFkB inh 3.9, UPR XBP1 act -3.4, tim10-1 inh 7.8, 697 NFkB inh -19.0, Mdm2-MdmX inh -8.9, CHOP UPR activ -0.2 and TIM10 inh 22.9.
NS(=O)(=O)c1ccc(CCNC(=O)CCNS(=O)(=O)c2ccccc2C(F)(F)F)cc1 was read as tim23-1 inh 5.1, Jurkat NFkB inh -3.6, UPR XBP1 act -0.9, tim10-1 inh 5.2, 697 NFkB inh -3.6, Mdm2-MdmX inh -6.9, CHOP UPR activ -0.6 and TIM10 inh -3.6.
COc1ccc(C2/C=C\CN(C(=O)c3ccc(C)cc3)CC(=O)N2Cc2ccc(F)cc2)cc1 (stereo unspecified) was read as tim23-1 inh 8.2, Jurkat NFkB inh -0.6, UPR XBP1 act 2.7, tim10-1 inh 40.2*, 697 NFkB inh 6.4, Mdm2-MdmX inh -23.1, CHOP UPR activ 1.9 and TIM10 inh 12.7.
COc1cc(NC(=O)c2ccc3c(SCC(=O)O)c4c(nc3c2)CCC4)cc(OC)c1OC was read as tim23-1 inh 7.4, Jurkat NFkB inh -8.2, UPR XBP1 act -3.0, tim10-1 inh 15.9, 697 NFkB inh 3.9, Mdm2-MdmX inh -1.7, CHOP UPR activ 0.5 and TIM10 inh 17.5.
